# Screening results deposited in PubChem by several laboratories.
# TbMetRS inhib – T. brucei MetRS inhibitors, primary screen, biochemical, luminescence; inhibition, % at 11.9 µM; AID 624268, 2012; actives 0.4% (n = 360,000); purified T. brucei MetRS, ATP depletion, Kinase-Glo luminescence; methionyl-tRNA synthetase (Trypanosoma brucei brucei);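 active = inhibition above a per-plate cutoff of the control wells' mean inhibition plus 3 SD, cut at about 5.5% in these data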;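 also: 0% = DMSO wells median and 100% = median of wells with control inhibitor compound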
#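 Measured by: Kinase-Glo luciferase luminescence reporting remaining unconsumed ATP. Material: purified T. brucei MetRS enzyme. Doses: 11.9 µM compound single dose, 0.9% DMSO. Medium: HEPES buffer containing pyrophosphatase, BSA, spermine, DTT. Times: 15 min preincubation, 2 h reaction, all 25 °C. Reagent: methionine, ATP and bulk E. coli tRNA.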
# NRP1-CendR mod – modulators of CendR peptide binding to NRP-1, primary screen, biochemical, fluorescence polarization, uHTS; Neuropilin-1 (Homo sapiens), O14786; FAM-RPARPAR peptide binding to NRP-1; inhibition, % at 25 µM; actives 0.85% (n = 360,000); AID 602438, 2012;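 active = inhibition or corrected inhibition above about 18%, plus a signal ratio from 0.5 to 1.5, limit read from the data, passing the limit was not always enough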; also: strong numbers were not always called active
# LMPTP inh – LMPTP phosphatase inhibitors, primary screen, biochemical, fluorescence intensity, uHTS; Low molecular weight phosphotyrosine protein phosphatase (Homo sapiens), P24666; actives 0.22% (n = 360,000); inhibition, % at 20 µM; recombinant LMPTP-A, OMFP fluorogenic substrate; AID 651560, 2012;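 active = compounds that cut the enzyme signal by at least half of the control window in the single-dose screen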;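 also: plate controls were DMSO wells with enzyme plus substrate for no effect and substrate without enzyme for full effect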
#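 Test system: LMPTP-A, protein tyrosine phosphatase of low molecular weight; Input: 0.625 nM enzyme; Incubation: 50 min dark incubation at room temperature; Signal: endpoint fluorescence intensity from OMFP dephosphorylation; Read-out basis: % inhibition versus control wells.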
# MsrA inhibitor – bovine MsrA enzyme inhibitors, primary screen, biochemical, absorbance, HTS; actives 0.75% (n = 360,000); purified bovine MsrA, absorbance read-out; AID 651718, 2012; inhibition, % at 15.5 µM; in the data active = inhibition above about 4.5%;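 also: 0% = vehicle wells with enzyme and 100% = reference inhibitor wells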
# eLon inh – inhibitors of E. coli Lon protease, primary screen, biochemical, fluorescence polarization; P0A9M0; purified E. coli Lon protease; inhibition, % at 7.94 µM; actives 0.42% (n = 360,000); AID 602123, 2011; in the data active = inhibition above about 13%, passing the limit was not always enough;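 also: 0% = enzyme with probe and DMSO and 100% = no enzyme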
# Target sequence (P0A9M0 whole entry, looked up): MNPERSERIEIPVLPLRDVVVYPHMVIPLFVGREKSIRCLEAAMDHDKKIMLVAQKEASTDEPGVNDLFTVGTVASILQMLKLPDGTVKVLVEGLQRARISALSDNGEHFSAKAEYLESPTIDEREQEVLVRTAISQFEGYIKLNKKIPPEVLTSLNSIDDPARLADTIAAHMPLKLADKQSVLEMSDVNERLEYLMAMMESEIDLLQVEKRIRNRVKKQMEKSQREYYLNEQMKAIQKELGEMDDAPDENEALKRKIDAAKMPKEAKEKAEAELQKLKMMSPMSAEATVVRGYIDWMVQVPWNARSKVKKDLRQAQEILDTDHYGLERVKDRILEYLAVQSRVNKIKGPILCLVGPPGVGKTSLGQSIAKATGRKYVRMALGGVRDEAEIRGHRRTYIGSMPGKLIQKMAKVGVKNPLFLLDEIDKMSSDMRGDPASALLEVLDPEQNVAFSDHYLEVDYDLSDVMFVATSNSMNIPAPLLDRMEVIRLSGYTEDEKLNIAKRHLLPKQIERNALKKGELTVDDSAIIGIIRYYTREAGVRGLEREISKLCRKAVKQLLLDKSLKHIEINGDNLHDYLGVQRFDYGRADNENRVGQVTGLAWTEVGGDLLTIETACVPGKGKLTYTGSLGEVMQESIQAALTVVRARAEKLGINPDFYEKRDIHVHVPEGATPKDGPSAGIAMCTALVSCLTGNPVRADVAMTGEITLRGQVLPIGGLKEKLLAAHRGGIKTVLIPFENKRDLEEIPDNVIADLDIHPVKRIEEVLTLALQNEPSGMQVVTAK
# STEP inh – STEP phosphatase inhibitors, primary screen, biochemical, fluorescence intensity, uHTS; recombinant STEP, OMFP fluorogenic substrate; inhibition, % at 20 µM; actives 0.25% (n = 360,000); AID 588621, 2011;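 active = inhibition at 20 µM, scaled per plate between control wells, above about 37%, limit read from the data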;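 also: 0% = DMSO with enzyme and substrate and 100% = substrate only without enzyme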
#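 Material: STEP (striatal-enriched tyrosine phosphatase) enzyme, cell-free; Compound dosing: 20 µM single dose in 1% DMSO; Technique: fluorescence read at 480 nm ex / 540 nm em; Times: reaction 20 min, ambient temperature; Medium: 50 mM Bis-Tris pH 6.0 with 2.5 mM DTT and 0.005% Tween 20; Also added: OMFP at 25 µM.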
# Scp-1 inhibitor – Scp-1 phosphatase inhibitors, primary screen, biochemical, colorimetric, uHTS; Carboxy-terminal domain RNA polymerase II polypeptide A small phosphatase 1 (Homo …; Recombinant Scp1, phosphopeptide, malachite green phosphate absorbance; inhibition, % at 20 µM; actives 0.88% (n = 340,000);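 active = inhibition above about 50% at 20 µM, limit read from the data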;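 also: plate controls were DMSO wells with enzyme for no effect and wells lacking enzyme for full effect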
# Target sequence (Q9GZU7 76-261 limits assumed): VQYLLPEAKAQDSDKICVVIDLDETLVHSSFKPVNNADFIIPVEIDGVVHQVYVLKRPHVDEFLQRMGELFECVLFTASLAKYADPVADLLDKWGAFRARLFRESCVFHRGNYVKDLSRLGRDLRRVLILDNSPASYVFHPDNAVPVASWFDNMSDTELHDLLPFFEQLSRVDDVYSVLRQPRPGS
#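 System: truncated SCP-1 phosphatase (76-261aa); medium: Tris acetate buffer pH 5.5 with MgCl2 and Tween-20; incubation: 45 min room-temperature reaction, 5 min colour, 30 min stabiliser; compound: single 20 µM dose, 1% DMSO; reagent: Phosphorylated 17-residue peptide substrate; read-out: % inhibition at 20 µM; technique: colorimetric free-phosphate detection, absorbance 630 nm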
# bovine MsrA act – bovine MsrA enzyme activators, primary screen, biochemical, absorbance, HTS; activation, % at 10.6 µM; AID 602163, 2012; purified bovine MsrA, absorbance read-out; actives 0.3% (n = 360,000); in the data active = activation above about 7.5%;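 also: 0% = vehicle and 100% = reference activator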
# DNMT1 block – human DNMT1 methyltransferase inhibitors, primary screen, biochemical, molecular beacon, fluorescence, HinP1I cleavage, uHTS; DNA (cytosine-5)-methyltransferase 1 (Homo sapiens), P26358; inhibition (reported as % activation of signal), % at 10 µM; actives 0.83% (n = 360,000); in the data active = inhibition above about 50%
# SUMO1-SIM PPI – modulators of SUMO1 protein-protein interactions, primary screen, biochemical, uHTS | actives 0.33% (n = 360,000) | SUMO1 binding to a labelled peptide, TR-FRET, 1 h | inhibition, % at 20 µM | Small ubiquitin-related modifier 1 (Homo sapiens), P63165; in the data active = inhibition above about 37%
# Target sequence (P63165 whole entry, looked up): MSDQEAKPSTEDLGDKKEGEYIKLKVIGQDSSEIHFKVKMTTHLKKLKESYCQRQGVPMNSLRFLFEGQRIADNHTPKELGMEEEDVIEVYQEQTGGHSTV
# Starred values were filed as active, the others as inactive; · = not tested or not shown.
# Preview, eleven compounds:
SMILES,TbMetRS inhib,NRP1-CendR mod,LMPTP inh,MsrA inhibitor,eLon inh,STEP inh,Scp-1 inhibitor,bovine MsrA act,DNMT1 block,SUMO1-SIM PPI
CN(Cc1cn(C)nc1-c1cccc(Cl)c1)C1CCOCC1,-0.2,8,0.6,0.5,-17,1,-3,-2,0,0
CCSc1nc2c(sc3ccccc32)c(=O)n1C(C)C,-0.7,-2,2.4,-0.4,-6,2,-21,-2,-5,0
CN1CCN(NC(=O)c2cc(S(=O)(=O)Nc3ccc(Cl)cc3)ccc2Cl)CC1,1.3,10,-1.3,-0.8,3,0,-12,-10,1,2
COC1(c2ccccc2)NC(=S)NN=C1c1ccccc1 (stereo unspecified),0.0,-4,1.1,-0.8,0,7,-5,0,3,27
CCOC(=O)CSC1=C(C#N)C(c2ccc(C)cc2)C(C(=O)OC)C(=O)N1 (stereo unspecified),-0.8,-7,-1.2,1.4,-4,3,-6,-5,3,11
Cc1cccc(C)c1NC(=O)C1CCCN1C(=O)NCc1ccccc1 (stereo unspecified),0.8,-2,-2.0,0.8,-5,-2,-5,-3,4,3
COc1ccc(C(=O)Nc2ccc(NC(C)=O)cc2)cc1S(=O)(=O)N1CCCCC1C (stereo unspecified),-0.4,-7,1.4,·,3,-1,-1,-7,1,3
N#CCSc1nn(-c2ccc(F)cc2)c(=S)s1,-0.3,-11,-0.9,0.2,-10,-2,-3,-1,-5,8
Cc1ccc(S(=O)(=O)N2CCCC2)s1,0.2,-1,-0.6,1.6,2,1,-7,-3,0,-1
NC(N)=Nc1nc2ccc(Cl)cc2c(=O)[nH]1,-0.3,8,0.6,0.8,-2,1,0,-4,-5,6
O=C(c1ccccc1)c1ccsc1C(=O)c1ccccc1,0.0,-6,-0.1,0.8,12,2,·,-13,4,-3

# Results, repeating the preview:
SMILES,TbMetRS inhib,NRP1-CendR mod,LMPTP inh,MsrA inhibitor,eLon inh,STEP inh,Scp-1 inhibitor,bovine MsrA act,DNMT1 block,SUMO1-SIM PPI
CN(Cc1cn(C)nc1-c1cccc(Cl)c1)C1CCOCC1,-0.2,8,0.6,0.5,-17,1,-3,-2,0,0
CCSc1nc2c(sc3ccccc32)c(=O)n1C(C)C,-0.7,-2,2.4,-0.4,-6,2,-21,-2,-5,0
CN1CCN(NC(=O)c2cc(S(=O)(=O)Nc3ccc(Cl)cc3)ccc2Cl)CC1,1.3,10,-1.3,-0.8,3,0,-12,-10,1,2
COC1(c2ccccc2)NC(=S)NN=C1c1ccccc1 (stereo unspecified),0.0,-4,1.1,-0.8,0,7,-5,0,3,27
CCOC(=O)CSC1=C(C#N)C(c2ccc(C)cc2)C(C(=O)OC)C(=O)N1 (stereo unspecified),-0.8,-7,-1.2,1.4,-4,3,-6,-5,3,11
Cc1cccc(C)c1NC(=O)C1CCCN1C(=O)NCc1ccccc1 (stereo unspecified),0.8,-2,-2.0,0.8,-5,-2,-5,-3,4,3
COc1ccc(C(=O)Nc2ccc(NC(C)=O)cc2)cc1S(=O)(=O)N1CCCCC1C (stereo unspecified),-0.4,-7,1.4,·,3,-1,-1,-7,1,3
N#CCSc1nn(-c2ccc(F)cc2)c(=S)s1,-0.3,-11,-0.9,0.2,-10,-2,-3,-1,-5,8
Cc1ccc(S(=O)(=O)N2CCCC2)s1,0.2,-1,-0.6,1.6,2,1,-7,-3,0,-1
NC(N)=Nc1nc2ccc(Cl)cc2c(=O)[nH]1,-0.3,8,0.6,0.8,-2,1,0,-4,-5,6
O=C(c1ccccc1)c1ccsc1C(=O)c1ccccc1,0.0,-6,-0.1,0.8,12,2,·,-13,4,-3
Cc1ccc(S(=O)(=O)N2C[C@]3(O)C[C@@H]4C(=O)N(c5ccccc5)C(=O)[C@@H]4C[C@]3(OC(=O)Nc3c(C)noc3C)C2)cc1,-1.2,9,-0.9,-0.7,-6,0,·,-1,4,-7
CCOc1cccc(NC(=O)C2CC(=O)N(C)C(=Nc3ccccc3)S2)c1 (stereo unspecified),-1.6,10,1.1,-0.3,-8,1,5,-10,4,-1
COc1cccc(S(=O)(=O)Nc2cccc(C(=O)N3CCOCC3)c2)c1,0.2,-7,-2.0,-1.2,-8,-2,-9,0,3,-4
NC(=O)C1CCCN(C(=O)c2ccc(Cl)c(S(=O)(=O)N3CCc4ccccc43)c2)C1 (stereo unspecified),-0.4,2,7.1,0.4,5,6,28,-8,11,3
Cc1ccn2c(=O)nc(SCC(=O)NC3CCCC3)nc2c1,-0.3,-24,-0.8,2.6,-3,3,13,-4,3,-1
CC(=O)Nc1cccc(NC(=O)Nc2cccc3ccccc23)c1,-0.3,2,0.8,-0.4,-9,-2,4,-5,-3,-9
COc1ccc(S(=O)(=O)N2CCCCC2)cc1NC(=O)C1CC(=O)N(Cc2ccccc2)C1 (stereo unspecified),-0.6,11,0.1,-0.3,6,-1,-3,-8,7,-1
CCCCCn1c(CN2CCN(C(=O)OCC)CC2)nc2c1c(=O)[nH]c(=O)n2C,-0.4,-13,-1.6,0.8,2,2,-4,-1,3,1
CC(=O)Nc1ccc(NC(=O)CSc2nc3c(=O)n(C)c(=O)n(C)c3n2C)cc1,-0.1,-9,-3.7,-0.1,0,0,2,-3,0,7
O=C(N/N=C/c1ccc(N2CCCCC2)o1)c1ccccc1,-1.3,-2,-0.9,1.4,-7,-1,2,-9,21,-8
CC(=O)N1CCN(Cc2cc(=O)n3cc(Cl)c(C)c(Cl)c3n2)CC1,-0.5,1,-0.4,1.7,5,-1,-4,2,-2,-15
CCOC(=O)c1ccc(N2C(=O)CC(N3CCCC(C)C3)C2=O)cc1 (stereo unspecified),0.3,3,0.0,0.2,-3,0,-2,-2,2,-2
COc1ccc(CCNC(=O)c2ccc(=O)[nH]c2)cc1,-1.3,-8,-0.5,2.5,1,1,-4,-8,-6,4
COc1ccc(Cn2nnc3c(=O)[nH]c(C4CCN(C(=O)c5ccccc5Cl)CC4)nc32)cc1,-1.1,7,-1.3,-0.2,4,-1,0,-5,-1,2

# Next records.
SMILES,TbMetRS inhib,NRP1-CendR mod,LMPTP inh,MsrA inhibitor,eLon inh,STEP inh,Scp-1 inhibitor,bovine MsrA act,DNMT1 block,SUMO1-SIM PPI
O=C(NCc1ccccc1Cl)c1csc(COCCO)n1,0.1,9,0.3,-1.8,8,-1,·,-1,-1,1
O=C(CNC(=S)NC(=O)c1ccccc1)c1ccccc1,-0.8,10,-0.7,0.4,-6,-1,2,-1,-1,-1
O=C(Nc1ccc(Oc2ccccc2)cc1)c1csc(COCCO)n1,-0.3,-15,0.3,1.3,-7,0,·,-3,64*,5
COc1ccc(C(=O)Nc2ccc(C(=O)NCCc3ccc(OC)c(OC)c3)cc2)cc1,-0.8,-12,1.4,0.2,-10,1,-4,-7,2,0
CCOc1ccccc1N1C(=O)c2ccc(C(=O)O)cc2C1=O,-0.3,0,0.1,0.3,-3,-1,1,-1,-1,-16
CC(C)N(C)C(=O)c1ccc(OC2CCN(CCc3ccccc3)CC2)cc1,-1.1,-2,-0.4,1.0,-10,-1,-3,-4,1,-6
Cc1ccccc1Cn1cc(S(=O)(=O)c2ccc(C(C)C)cc2)c(=O)c2cc3c(cc21)OCO3,0.2,6,2.2,0.0,-2,1,-25,-4,-9,-20
Cc1nn(-c2ccccc2)c(Cl)c1/C=N/NC(=O)CNC(=O)c1ccccc1Cl,-0.9,5,-0.8,-0.3,7,3,-1,-9,3,1
CN=C(Cc1ccccc1)C1=C(O)CC(C)(C)CC1=O,-1.4,-4,2.4,1.8,-3,-2,-2,-12,20,4
O=C(COc1ccc(Br)cc1)N1CCN(c2ccccc2)CC1,-0.5,5,0.0,0.2,-4,0,6,4,-1,-1
Cc1ccc(N2CCN(C3=NC(=O)C(Cc4ccccc4)S3)CC2)cc1 (stereo unspecified),0.3,1,-0.5,-0.8,-14,0,-6,-3,6,-3
COc1ccc([N+](=O)[O-])cc1NC(=O)CSc1nc(C)c(C)c(C)n1,-0.4,4,-0.7,-0.8,12,1,33,-4,-1,-1
C/C(=N\NC(=O)c1cccc(S(=O)(=O)Nc2ccc(C)cc2C)c1)c1ccncc1,0.1,-2,-0.6,-2.0,-7,0,-2,-3,2,0
CC(C)NC(=O)C1(C)CCN1C(=O)c1c(F)cccc1F (stereo unspecified),-0.2,0,-1.2,0.6,2,0,·,-8,0,0
COc1ccc(C(=O)O)cc1S(=O)(=O)N(C)CCc1cccnc1,0.7,-3,-0.9,-0.3,6,0,-1,-3,-1,-3
C[C@H]1COC(=O)[C@H](Cc2ccc(F)cc2)C/C=C\C[C@@H](CC(=O)N(CCO)Cc2ccccc2)C(=O)N1,0.5,0,-1.5,-0.3,-9,0,-5,-1,8,0
COc1ccc(CNc2nc(-c3ccccc3)nn2C(=O)c2cccs2)cc1,-1.1,-2,2.4,-0.8,-10,-3,-10,-4,-1,2
NS(=O)(=O)c1ccc(NC(=O)CSc2ncn[nH]2)cc1,0.4,2,-0.9,-1.1,-7,-1,-2,-2,-3,4
Cc1ccccc1OCC(=O)NCc1ccccc1,-0.3,-4,-1.0,-1.4,-8,-1,-1,-5,2,2
CCOc1ccc(S(=O)(=O)N2CCN(Cc3ccco3)CC2)cc1,0.1,7,1.5,-0.6,-3,-2,-2,-4,-1,0
CCn1c(-c2cc3c(C(F)(F)F)nn(C)c3s2)n[nH]c1=S,-0.5,-1,-4.8,0.7,0,1,-5,-4,-2,8
COC(=O)c1c(NC(=O)C2CC2)sc(C(=O)Nc2ccccc2)c1C,-0.5,-13,0.3,-0.8,-6,-1,-26,-4,0,2
COc1ccc(N2C(=O)CC(N3CCC(O)(c4cccc(C(F)(F)F)c4)CC3)C2=O)cc1 (stereo unspecified),0.3,2,0.1,0.3,-3,1,-6,-4,1,3
